Screening data: PubChem BioAssay, several laboratories
Hck-Nef inh = inhibitors of Nef-activated human Hck kinase, primary screen, biochemical, Z-Lyte FRET, 384-well, Hck-YEEI; Tyrosine-protein kinase HCK (Homo sapiens), P08631; Recombinant Hck-YEEI plus Nef, Z-Lyte FRET kinase assay; inhibition, % at 20 µM; 220,000 tested, 0.68% active; AID 463187, 2010;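 active = Hck-Nef kinase inhibition above about 50%, limit read from the data; inactive = inhibition below that limit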;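 also: 0% = DMSO with Hck plus Nef and 100% = Hck alone without Nef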
Target sequence (P08631 whole entry, looked up): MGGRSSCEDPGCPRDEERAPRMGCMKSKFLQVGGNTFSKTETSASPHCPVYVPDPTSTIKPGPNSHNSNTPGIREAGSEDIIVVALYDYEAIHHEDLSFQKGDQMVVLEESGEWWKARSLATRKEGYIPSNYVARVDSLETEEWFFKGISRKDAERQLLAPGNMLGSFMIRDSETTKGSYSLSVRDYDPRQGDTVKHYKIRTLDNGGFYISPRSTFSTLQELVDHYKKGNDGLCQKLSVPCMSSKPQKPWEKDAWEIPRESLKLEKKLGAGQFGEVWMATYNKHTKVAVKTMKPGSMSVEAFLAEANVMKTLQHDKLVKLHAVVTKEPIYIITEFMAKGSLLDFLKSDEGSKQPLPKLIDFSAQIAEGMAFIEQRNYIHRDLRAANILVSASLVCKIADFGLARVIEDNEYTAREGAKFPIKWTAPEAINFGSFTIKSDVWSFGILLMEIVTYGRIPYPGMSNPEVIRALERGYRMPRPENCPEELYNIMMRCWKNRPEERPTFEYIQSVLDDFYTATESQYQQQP
NPY-Y2 PAM-ag = NPY-Y2 potentiators or agonists, primary screen, cell-based; cells expressing NPY-Y2, potentiator/agonist read-out; activation, % at 3.6 µM; 220,000 tested, 0.45% active; AID 1359, 2008; in the data active = activation above about 27%;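 also: cells stimulated with NPY near EC25 plus isoproterenol at EC100; 0% = vehicle plus submaximal agonist and 100% = vehicle plus saturating agonist; some results beyond the cut were filed as inactive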
Mdm2 ligase inh = MDM2-luciferase reporter signal enhancers, primary screen, MDM2 E3 ligase inhibitor project, cell-based, luminescence, 1536-well. E3 ubiquitin-protein ligase Mdm2 (Homo sapiens), Q00987. cell-based MDM2 ubiquitination luciferase reporter, 2 h; 0 = plate control, 100 = twice control, blank-subtracted. signal enhancement, % at 5 µM. 210,000 tested, 0.11% active. AID 1230, 2008;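 active = signal enhancement of 30% or more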;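 also: luminescence tracks abundance of the self-degrading MDM2-luciferase fusion protein; higher signal means inhibition of MDM2 E3 ligase activity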
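Material: Stable MDM2–luciferase fusion reporter cells | Amount: 2000 cells seeded into each well | Dosing: One concentration, 5 µM, with 0.2% DMSO | Incubation: 4 h cell settling then 2 h compound exposure, 37 °C | Measured by: Luciferase luminescence | Read-out basis: % enhancement relative to plate controls after blank subtraction | Benchmarks: Control and blank well means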
RBBP9 inhibitor = human RBBP9 inhibitors, primary screen, biochemical, fluorescence polarization, FP-Rh probe, HTS. recombinant RBBP9. inhibition, % at 7.94 µM. 220,000 tested, 0.2% active. AID 1515, 2009;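 active = inhibition above the campaign mean of all tested compounds plus 3 SD, cut at about 14% in these data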;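 also: plate controls were DMSO wells with RBBP9 for no effect and wells lacking RBBP9 protein for full effect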
Target sequence (O75884 whole entry, looked up): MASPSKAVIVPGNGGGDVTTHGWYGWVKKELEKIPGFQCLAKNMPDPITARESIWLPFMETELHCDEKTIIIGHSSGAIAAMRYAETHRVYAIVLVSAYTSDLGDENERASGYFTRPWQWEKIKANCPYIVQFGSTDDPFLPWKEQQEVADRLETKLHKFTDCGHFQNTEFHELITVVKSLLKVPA
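System: RBBP9 protein / Quantity: 2.5 µM RBBP9 dispensing solution, before mixing / Also added: Serine-hydrolase probe FP-Rh, 375 nM pre-mixing / Dosing: 7.94 µM single dose, 0.794% DMSO / Timing: enzyme-compound preincubation 30 min, then probe labeling 45 min, 25 °C / Signal: FP readout at 525/598 nm / Controls: DMSO-treated enzyme wells and wells lacking RBBP9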
NPY1 pot ag = NPY-Y1 receptor potentiators or agonists, primary screen, cell-based. NPY-Y1 expressing cells, potentiator/agonist activation. AID 1304, 2008. activation, % at 3.6 µM. 220,000 tested, 0.37% active; in the data active = activation above about 33%, passing the limit was not always enough;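 also: cells stimulated with NPY at EC10 then isoproterenol at EC100; 0% = low agonist plus stimulus and 100% = saturating agonist plus stimulus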
Runt-CBFb FRET = inhibitors of RUNX1 Runt–CBFb binding, primary screen, biochemical, FRET, Cerulean-Runt, Venus-CBFb, uHTS | Runt-related transcription factor 1 (Homo sapiens) + Core-binding factor subunit beta … | Cerulean-Runt/Venus-CBFb FRET ratio 530/480, 1 h | inhibition, % at 20 µM | 220,000 tested, 0.46% active | AID 1496, 2009;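 active = inhibition over about 50% at 20 µM in the single-dose screen, limit read from the data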;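 also: 0% = DMSO wells and 100% = excess unlabeled CBFb competitor control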
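Measured by: fluorescence energy transfer, 422 nm excitation, 530/480 nm emission; test system: Cerulean-tagged RUNX1 Runt domain (FRET donor) fusion protein; buffer or medium: Tris pH 7.5 buffer with BSA; compound: one dose, 20 µM compound, 1% DMSO; times: two 1 h room-temperature incubations shielded from light; benchmarks: unlabeled CBFb 5 µM, positive control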
p97 inhibitor = inhibitors of human p97 ATPase, primary screen, biochemical; inhibition, % at 8 µM; AID 1481, 2009; recombinant p97 ATPase, Kinase-Glo ATP luminescence, 3 h; 220,000 tested, 0.42% active; in the data active = inhibition above about 15%;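 also: 0% = DMSO vehicle and 100% = wells lacking enzyme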
NPY Y1 blocker = NPY-Y1 receptor antagonists, primary screen, cell-based; Neuropeptide Y receptor type 1 (Homo sapiens), P25929; 200,000 tested, 1% active; HEK293-CNG Y1 cells, membrane potential fluorescence; NPY at EC95, then isoproterenol; inhibition, % at 3.6 µM;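 active = inhibition above the campaign mean inhibition of all tested compounds plus 3 SD, cut at about 20% in these data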;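 also: 0% = DMSO wells given NPY plus isoproterenol and 100% = isoproterenol alone without NPY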
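Assay system: HEK293 cells with Y1 receptor plus CNG channel | Probe or stimulus: NPY (25 nM), isoproterenol (1 µM), Ro 20-1724 (25 µM) | Timing: Compound incubation 1 h at room temperature, readout 45 min post-stimulation | Measured by: Membrane-potential fluorescent dye readout | Benchmarks: High control isoproterenol alone, low control NPY with isoproterenol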
Runt-SMMHC FRET = inhibitors of RUNX1 Runt–CBFb-SMMHC binding, primary screen, biochemical, FRET, Cerulean-Runt, Venus-CBFb-SMMHC, uHTS | 220,000 tested, 0.74% active | Cerulean-Runt/Venus-CBFb-SMMHC FRET ratio 530/480, 1 h | Runt-related transcription factor 1 (Homo sapiens) + Core-binding factor subunit beta … | AID 1434, 2008 | inhibition, % at 20 µM;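 active = mean inhibition across duplicate retests at 20 µM reaching about 50%, limit read from the data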;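 also: 0% = DMSO wells and 100% = wells with excess untagged CBFb-SMMHC; inhibitors lower the FRET ratio by blocking Runt binding to CBFb-SMMHC; some results filed as inactive read as strong as hits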
Starred values were filed as active, the others as inactive; nt = not tested or not shown.

SMILES,Hck-Nef inh,NPY-Y2 PAM-ag,Mdm2 ligase inh,RBBP9 inhibitor,NPY1 pot ag,Runt-CBFb FRET,p97 inhibitor,NPY Y1 blocker,Runt-SMMHC FRET
CC(=O)c1ccc(Oc2ccc(C(C)=O)cc2)cc1,1,9,-19,2,-15,nt,0,-1,2
C=CCn1c(C)cc(C(=O)COC(=O)[C@@H](NC(=O)c2ccccc2Cl)C(C)C)c1C,2,-26,-44,0,-14,-3,-10,3,0
CC(=O)Nc1ccc(S(=O)(=O)N2CCN(C(C)CCc3ccccc3)CC2)cc1 (centres undefined),0,-10,-22,-4,19,-2,-7,-4,4
CCC(CC)=NNc1ccc([N+](=O)[O-])cc1[N+](=O)[O-],-14,10,5,2,3,0,6,3,-3
COC(=O)Nc1ccc(S(=O)(=O)NCCCCCC(=O)O)cc1,19,4,1,-7,21,-1,1,3,0
CCOC(=O)CSC1=NC(=O)/C(=C/c2ccc(OC)cc2)S1,8,2,-10,1,-6,7,1,4,10
O=C(NCc1ccc2c(c1)OCO2)C1CCC(CNS(=O)(=O)c2cccc3nsnc23)CC1 (centres undefined),0,-18,1,3,14,1,3,0,1
CCOC(=O)c1sc(C)c2c1NC(c1ccc(Cl)cc1)NC2=O (centres undefined),1,12,-18,8,9,1,1,3,-1
CC(NC(=O)Cc1ccccc1F)c1ccc(F)cc1 (centres undefined),23,6,-15,-1,10,0,6,-2,-3
CCN(CC)c1ccc2cc(NC(=O)CCC(=O)O)c(=O)oc2c1,17,-8,-27,5,15,18,3,6,63*
O=c1cc(/C=C/c2ccccc2)oc2c1ccc1ccccc12,5,3,-1,-13,0,-2,-7,4,-4
O=C(Cc1cccs1)Nc1ccc(S(=O)(=O)Nc2ncccn2)cc1,0,4,-1,-2,-1,-2,-4,-1,-6
O=C(c1cnc(Cl)c(Cl)c1)N1CCC(Cc2ccccc2)CC1,15,-10,-11,-7,-11,1,-8,7,0
CN1C(C(=O)NCc2cccc(Br)c2)CC2Cn3c(nc4cc5ccccc5cc43)C21 (centres undefined),26,nt,31*,nt,nt,-4,nt,nt,2
CCCCN=C1NN=C(c2cc3ccccc3o2)CS1,4,7,-26,1,-22,1,9,3,5
Cc1ccc2nc(-c3ccc(NC(=O)COCC(=O)O)cc3)sc2c1,16,27,-25,-1,34,-2,5,nt,1
O=C(Cn1cnc2ccccc2c1=O)N1CCN(c2ccc(F)cc2)CC1,-9,0,-1,0,-1,2,2,1,-2
Nc1n[nH]c(N)c1N=Nc1cccc(F)c1,9,6,27,-4,24,-3,2,2,2
COCCNC(=O)C1(C)Oc2ccccc2NC1=O (centres undefined),0,7,-7,-7,11,1,2,-1,0
C=CCn1c(NS(=O)(=O)c2ccccc2)c(S(=O)(=O)c2ccc(C)cc2)c2nc3ccccc3nc21,83*,-3,-12,-9,-29,1,31*,-7,4
Cc1cccc(C2c3[nH]c4ccccc4c3CCN2Cc2cnn(-c3ccc(F)cc3)c2)n1 (centres undefined),15,5,-10,-6,16,-1,9,-2,-1
COc1ccc2[nH]cc(C(=O)CNc3nc(C)cs3)c2c1,0,39*,0,2,48*,1,4,-18,2
COc1ccc(NC(=O)C2CCCN(c3nccc(C)n3)C2)cc1 (centres undefined),5,-5,-9,-10,-7,1,-2,4,1
COc1ccc(-c2cc3nc4ccccc4n3c(N)c2C#N)cc1,68*,9,15,-6,1,-3,14,nt,-13
N#Cc1c(N)n(CCOC(=O)c2ccc(Cl)cc2)c2nc3ccccc3nc12,8,6,1,-3,8,59*,2,12,116*
Cc1cccc(OCC(O)Cn2c(=N)n(Cc3ccccc3)c3ccccc32)c1 (centres undefined),7,-43,-12,0,-29,1,6,nt,1
Cc1cc(-c2ccccc2C(=O)Nc2ccccc2O)on1,-8,5,-4,-2,19,0,9,nt,1
Cc1cc2cc(CN(CCN3CCOCC3)C(=O)Nc3ccccc3F)c(=O)[nH]c2cc1C,-1,-2,-1,-17,-3,-2,0,-3,2
CN(CCOc1ccccc1)CC(=O)Nc1ccc(Cl)cc1[N+](=O)[O-],12,-27,-10,-2,-30,-3,-11,18,-99
C=CCNC(=O)/C(C#N)=C\c1cc(Cl)c(O)c(OCC)c1,-1,-24,-12,-7,-17,21,-5,4,41
CCOc1ccc(S(=O)(=O)Nc2ccc3c(c2)c2c(n3S(=O)(=O)c3ccc(OCC)cc3)CCCC2=O)cc1,-3,4,-6,3,14,-4,5,3,2
Fc1ccc(NC(=S)NCCc2ccccc2)c(F)c1F,-2,24,-20,-2,33,1,1,-1,-2
Cn1c(/C=C(\C#N)C(N)=S)ccc1-c1ccc(Br)cc1,14,2,-15,-2,6,89*,3,-9,92*
CCN(Cc1ccccc1)C(=O)COC(=O)c1n[nH]c2ccccc12,-3,6,-16,4,6,2,-1,12,3
Cc1ccc(Nc2ncnc3sc(C)c(C)c23)cc1C,-14,-5,-14,-11,-23,-1,-4,10,1
Cn1c(=O)[nH]c(=O)c2c1nc(Br)n2Cc1ccccc1F,0,-6,nt,-7,-18,-3,-2,-1,1
COc1ccc(C(C)NC(=O)C2CCCO2)cc1OC (centres undefined),12,-4,-3,2,-27,2,-4,1,1
COc1ccc(NS(=O)(=O)c2ccc(NC(=O)C3CCCO3)cc2)cc1 (centres undefined),2,13,4,-6,-12,1,5,-4,-2
CCCc1nnc(NC(=S)Nc2ccccc2)s1,18,-8,-7,-2,13,2,0,3,3
COCCn1c(C)cc(C(=O)COC(=O)c2ccc(NC(=O)CC#N)cc2)c1C,6,0,-19,-13,-10,0,2,2,-5

Shown as a hit in p97 inhibitor, of those listed so far:
SMILES	Hck-Nef inh	NPY-Y2 PAM-ag	RBBP9 inhibitor	NPY1 pot ag	Runt-CBFb FRET	p97 inhibitor	NPY Y1 blocker	Runt-SMMHC FRET
C=CCn1c(NS(=O)(=O)c2ccccc2)c(S(=O)(=O)c2ccc(C)cc2)c2nc3ccccc3nc21	83*	-3	-9	-29	1	31*	-7	4

Continued:
SMILES,Hck-Nef inh,NPY-Y2 PAM-ag,Mdm2 ligase inh,RBBP9 inhibitor,NPY1 pot ag,Runt-CBFb FRET,p97 inhibitor,NPY Y1 blocker,Runt-SMMHC FRET
Cc1c(Cc2ccccc2)c(=O)oc2cc(OC(=O)c3ccccc3)ccc12,33,-13,-9,-6,-11,8,-1,-1,12
Cc1c(CCOC(=O)CC23CC4CC(CC(C4)C2)C3)sc[n+]1CC(=O)c1ccccc1,20,18,-8,-7,24,0,10,-1,-8
Cn1cnnc1SCC(=O)c1ccc(OC(F)F)cc1,-13,0,-11,-3,6,1,2,6,-4
COc1ccc(NC(=O)c2cc(=O)[nH]c(=O)[nH]2)cc1S(=O)(=O)Nc1ccccc1Cl,27,-18,-8,-4,-15,-3,1,3,1

Fetched by structure from the entries so far (three):
SMILES,Hck-Nef inh,NPY-Y2 PAM-ag,Mdm2 ligase inh,RBBP9 inhibitor,NPY1 pot ag,Runt-CBFb FRET,p97 inhibitor,NPY Y1 blocker,Runt-SMMHC FRET
C=CCNC(=O)/C(C#N)=C\c1cc(Cl)c(O)c(OCC)c1,-1,-24,-12,-7,-17,21,-5,4,41
Cc1c(CCOC(=O)CC23CC4CC(CC(C4)C2)C3)sc[n+]1CC(=O)c1ccccc1,20,18,-8,-7,24,0,10,-1,-8
Cc1cccc(OCC(O)Cn2c(=N)n(Cc3ccccc3)c3ccccc32)c1 (centres undefined),7,-43,-12,0,-29,1,6,nt,1

Some of these compounds in order of their number in NPY1 pot ag, highest first:
compound | Hck-Nef inh | NPY-Y2 PAM-ag | RBBP9 inhibitor | NPY1 pot ag | Runt-CBFb FRET | p97 inhibitor | NPY Y1 blocker | Runt-SMMHC FRET
Cc1c(CCOC(=O)CC23CC4CC(CC(C4)C2)C3)sc[n+]1CC(=O)c1ccccc1 | 20 | 18 | -7 | 24 | 0 | 10 | -1 | -8
Cn1cnnc1SCC(=O)c1ccc(OC(F)F)cc1 | -13 | 0 | -3 | 6 | 1 | 2 | 6 | -4
Cc1c(Cc2ccccc2)c(=O)oc2cc(OC(=O)c3ccccc3)ccc12 | 33 | -13 | -6 | -11 | 8 | -1 | -1 | 12
COc1ccc(NC(=O)c2cc(=O)[nH]c(=O)[nH]2)cc1S(=O)(=O)Nc1ccccc1Cl | 27 | -18 | -4 | -15 | -3 | 1 | 3 | 1
